# High-throughput results as filed in PubChem BioAssay.
# FBW7 activator: human FBW7 E3 ligase activation, primary screen; Q969H0; AlphaScreen FBW7–phospho-cyclin E peptide binding, activator screen; normalized activity (activation), % at 26.1 µM; 650,000 compounds, 0.13% hits; in the data active = normalized activity above about 1.9%;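 also: purified mutant Fbw7 with reduced substrate affinity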
# Target sequence (Q969H0 whole entry, looked up): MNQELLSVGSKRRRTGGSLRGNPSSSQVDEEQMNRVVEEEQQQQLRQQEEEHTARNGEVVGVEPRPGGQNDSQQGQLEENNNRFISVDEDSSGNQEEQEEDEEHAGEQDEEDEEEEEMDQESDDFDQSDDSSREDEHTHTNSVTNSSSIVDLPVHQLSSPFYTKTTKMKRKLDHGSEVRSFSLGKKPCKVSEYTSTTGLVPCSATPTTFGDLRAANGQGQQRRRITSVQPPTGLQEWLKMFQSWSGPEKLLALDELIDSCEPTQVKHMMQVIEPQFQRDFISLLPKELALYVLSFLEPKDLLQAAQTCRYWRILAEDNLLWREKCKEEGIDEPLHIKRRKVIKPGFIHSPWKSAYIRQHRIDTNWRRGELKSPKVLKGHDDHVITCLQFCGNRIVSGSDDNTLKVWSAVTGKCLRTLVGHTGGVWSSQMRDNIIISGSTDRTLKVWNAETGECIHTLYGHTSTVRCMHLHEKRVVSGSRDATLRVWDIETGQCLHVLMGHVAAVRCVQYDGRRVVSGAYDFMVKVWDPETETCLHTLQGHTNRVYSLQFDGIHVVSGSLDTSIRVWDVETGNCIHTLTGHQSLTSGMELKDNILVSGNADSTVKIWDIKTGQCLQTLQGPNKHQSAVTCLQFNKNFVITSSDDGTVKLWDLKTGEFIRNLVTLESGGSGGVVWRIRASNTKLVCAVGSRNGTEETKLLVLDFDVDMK
# TEAD-YAP block: TEAD-YAP interaction inhibition. HEK-TIYL cells, TEAD-Gal4/YAP UAS-luciferase luminescence. 640,000 compounds, 1.4% hits. inhibition, % at 9.12 µM. AID 1259422; in the data active = inhibition above about 32%;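 also: 0% = median of test compound wells and 100% = reference inhibitor wells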
# GPR151 ag: human GPR151 activation; AID 1508602; activation, % at 11.2 µM; 650,000 compounds, 1% hits; Q8TDV0; PathHunter beta-arrestin GPR151 cells, luminescence; in the data active = activation above about 4.9%;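 also: 0% = median of compound wells and 100% = cells with positive control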
# Target sequence (Q8TDV0 whole entry, looked up): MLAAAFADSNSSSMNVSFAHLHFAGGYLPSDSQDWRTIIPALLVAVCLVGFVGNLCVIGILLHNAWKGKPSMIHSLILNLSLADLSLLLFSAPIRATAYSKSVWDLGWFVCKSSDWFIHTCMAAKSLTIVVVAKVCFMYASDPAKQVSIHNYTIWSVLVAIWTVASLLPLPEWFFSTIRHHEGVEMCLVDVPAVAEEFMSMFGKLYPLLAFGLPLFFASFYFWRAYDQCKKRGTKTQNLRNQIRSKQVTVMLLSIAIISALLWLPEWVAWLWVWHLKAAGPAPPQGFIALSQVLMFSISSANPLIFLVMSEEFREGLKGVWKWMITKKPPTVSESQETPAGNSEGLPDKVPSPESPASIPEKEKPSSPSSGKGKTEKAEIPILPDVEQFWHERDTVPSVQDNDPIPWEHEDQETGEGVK
# MITF primary: blocks human microphthalmia-associated transcription factor | O75030 | AlphaScreen MITF homodimerization, bead proximity signal | inhibition, % at 2.6 µM | 650,000 compounds, 0.91% hits | AID 1259374; in the data active = inhibition above about 50%;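 also: 0% = vehicle wells with protein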
# Numbers without * were called inactive; / = no result given; & = joins results of further samples.
# Results follow in this order: FBW7 activator, TEAD-YAP block, GPR151 ag, MITF primary
> O=C(CN(c1cc(Cl)ccc1Cl)S(=O)(=O)c1ccccc1)NCc1ccco1
 : -0.1, -7, -1.6, -3
> S=c1[nH]c2cccnc2n1Cc1ccccc1
 : 0.1, 12, 1.2, -11
> Cc1cccc(C)c1NS(=O)(=O)c1cc(Br)cnc1N
 : 0.2, -8, 3.2, -14
> Cc1cccc(NC(=O)CN(C2CCCCC2)S(=O)(=O)c2ccccc2)c1
 : 0.5, 13, -1.4, 6
> CC(=O)Nc1ccc(NC(=S)NC(=O)c2cccc(I)c2)cc1
 : 0.6, -7, 1.9, 7
> CCOC(=O)C(NC(=O)/C(=C\c1ccc(Cl)cc1)NC(=O)c1ccco1)C(C)C (configuration not stated)
 : -0.1, 8, 2.1, 5
> COc1ccc(-c2nnc3ccc(SCC(=O)Nc4cccc(OC)c4)nn23)cc1
 : -0.1, -19, -0.2, -9
> COc1ccc2sc(N(Cc3ccccn3)C(=O)Cc3ccccc3)nc2c1
 : -0.1, 0, 0.9, 6
> Cc1cc(C)c(C#N)c(SCc2ccccc2F)n1
 : 0.2, -13, 0.1, -11
> CCCCC(C)n1[nH]c(=O)c2c(C)cc(=O)[nH]c21 (configuration not stated)
 : -0.1, -13, -0.1, -9
> O=C(/C=C/c1ccc(F)cc1)N1CCC(Cc2ccccc2)CC1
 : 0.6, 2, 0.4, 16
> CCOC(=O)c1c(-c2ccccc2Cl)csc1NC(=O)c1cccnc1
 : 0.0, 7, 2.7, 4
> CCCCNCCOc1ccc(I)cc1
 : -0.2, -8, -0.3, 0
> CC(C)c1nc2ccccc2c2nn(CC(=O)Nc3cccc4ncccc34)c(=O)n12
 : 0.0, 11, -0.6, -1
> Brc1ccc(NCc2ccc3c(c2)OCO3)cc1
 : 1.1, -18, -1.6, 11
> COc1cc(CN2C(=O)C(C)Oc3ccc(F)cc32)cc(OC)c1 (configuration not stated)
 : 0.2, 11, 1.3, -18
> Cc1[nH]nc2c1C(c1c(F)cccc1Cl)C(C#N)=C(N)O2 (configuration not stated)
 : 0.0, 8, 0.8, -4
> Brc1ccc(NCc2ccncc2)c2ccccc12
 : 0.0, -5, 1.4, -9
> C1COCCOCCOCCN1
 : -0.1, -6, -0.7, -14
> CCc1n[nH]c(=S)n1/N=C(\C)c1ccc(Br)cc1
 : 0.1, 9, -0.3, 19
> CCC(=O)N1CCN(c2ccc(Nc3ccccn3)nn2)CC1
 : -1.3, 2, 0.6, 17
> CC(C)(C)c1ccc(CSc2nc3cc(C(=O)N4CCC(C(N)=O)CC4)ccc3c3nc4ccccc4n23)cc1
 : -0.1, 1, 0.4, 8
> COc1ccc(C2C=C(c3ccc(F)cc3)Nc3nnnn32)cc1OC (configuration not stated)
 : 0.3, -9, -0.3, 11
> O=C(O)CC(NC(=O)CCCCCN1C(=O)c2ccccc2C1=O)c1ccco1 (configuration not stated)
 : 0.1, 1, 1.0, 7
> CCCOc1ccc(N2C(=O)CC(N3CCCC3)C2=O)cc1 (configuration not stated)
 : 0.2, 4, 0.5, 9
> O=C(Nc1ccc(F)cc1F)c1cccc(Br)c1
 : -0.1, -12, -0.6, -2
> O=C(c1ccc2c(c1)OCCO2)c1cc2cc([N+](=O)[O-])ccc2o1
 : 0.3, -5, -2.3, 13
> CCCC(=O)Nc1sc2c(c1C#N)CC(C)CC2 (configuration not stated)
 : 0.0, -45, -0.9, -18
> Cc1ccccc1OCCCCn1ccnc1
 : -0.4, 6, 0.0, 17
> O=[N+]([O-])c1ccc2nc(N3CCN(Cc4ccccc4F)CC3)sc2c1
 : 0.8, -3, -0.6, 36
> COc1ccc(C2=N/C(=C\c3ccccc3)C(=O)O2)cc1
 : 0.1, 4, 0.4, -5
> COc1ccc(C(=O)NC2CC2)cc1OC1CCN(Cc2cnn(C)c2C)CC1
 : 0.0, 3, -0.6, -6
> O=c1c2c3c(sc2nc(-c2ccccc2Cl)n1Cc1ccccc1F)CCCC3
 : -0.1, 12, -1.5, 5
> O=C(C1CC1)n1cc(C(=O)C(F)(F)F)c2ccccc21
 : 0.3, -10, -1.8, -6
> CC(=O)CSc1nc2c(c(=O)[nH]c(=O)n2C)n1CC(O)COc1ccccc1C (configuration not stated)
 : -0.1, -5, -0.5, -1
> C=CCc1ccc(OCCCNC(C)CC)c(OC)c1 (configuration not stated)
 : -0.2, 12, 1.2, 13
> O=C1c2cccc3cccc(c23)N1S(=O)(=O)c1ccc(Cl)cc1
 : -0.1, 13, 0.8, 9
> COc1cc(OC)c(C(=O)Nc2nnc(C)s2)cc1OC
 : -0.3, -3, -1.0, 25
> CC(C)C(=O)N1CCN(c2ccc(NC(=O)c3ccc(Br)o3)cc2)CC1
 : 0.1, 2, -0.9, 18
> COc1ccccc1C(=O)Nc1nnc(Cc2cccs2)o1
 : -0.4, 2, 0.5, 1
> CC(C)CCNC(=O)c1ccc(Cl)cc1[N+](=O)[O-]
 : 0.0, -1, -0.5, 18
> Cc1ccccc1N(CC(=O)N1CCc2ccccc2C1)S(C)(=O)=O
 : -0.1, -2, 1.0, 2
> CCNS(=O)(=O)c1ccc(NC(=S)Nc2ccc([N+](=O)[O-])cc2)cc1
 : -0.1, 2, 2.1, -9
> O=C(NCc1n[nH]c(=S)n1-c1cccc(C(F)(F)F)c1)c1ccccc1
 : 0.0, 0, 0.1, 0
> O=C(NOC(=O)c1ccc(Br)cc1)c1ccc(Cl)cc1
 : -0.1, -2, -0.3, 7
> COc1ccccc1NC(=O)C1=C(C)NC(=O)NC1c1ccc(Br)cc1 (configuration not stated)
 : -0.2, -3, 1.3, 6
> O=C(COc1ccc(Cl)cc1Cl)NNC(=O)C(F)(F)F
 : 0.1, 4, 1.1, -2
> O=C1N[C@H](Cc2ccccc2)C(=O)N2CCN(C(=O)c3cc(F)cc(F)c3)C[C@H]12
 : 0.1, -13, -0.7, -5
> CCN(CC)S(=O)(=O)c1nnc(NC(=O)c2cccc(Cl)c2)s1
 : -0.1, -57, -1.1, -8
> C=CCCC(=O)NCCc1ccccc1
 : 0.1, -1, -1.4, 11
> COCCn1c(=O)n(CC(N)=O)c2cccnc21
 : 0.3, -5, -0.2, 1
> CC(=O)OC(OC(C)=O)c1ccc(S(N)(=O)=O)cc1
 : 0.3, 2, 0.2, 10
> CCN(CC)CCOC(=O)C1(c2ccc([N+](=O)[O-])cc2)CCCC1
 : 0.2&0.1, /, -1.3&0.9, 15&6
> C=C(Br)Cn1c(C(C)O)nc2ccccc21 (configuration not stated)
 : 0.1, 2, -0.1, -1
> CC1=C(C(=O)OCCOc2ccccc2)C(c2ccccc2OCc2ccccc2)NC(=O)N1C (configuration not stated)
 : -0.1, -3, 1.8, -2
> O=c1c2cc(F)ccc2[nH]c(=S)n1Cc1ccccc1
 : -0.1, 7, -1.5, 5
> C=C(C)C1Cc2cc(/C=C/C(=O)O)c(O)cc2O1 (configuration not stated)
 : 0.0, 9, -1.1, 14
> Cc1ccc(NC(=O)c2cc(N3CCN(c4ccc(F)cc4)CC3)nc3ccccc23)cc1F
 : 0.0, 2, -0.8, -8
> Cc1ccc(-c2nnc(Nc3ccc(F)cc3)c3ccccc23)cc1S(=O)(=O)N1CCN(C)CC1
 : 0.2, 17, -1.0, 14
> COc1cccc(OCc2nnc(SCC(N)=O)n2CC2CCCO2)c1 (configuration not stated)
 : 0.0, 15, 1.2, 0

# 4 entries from above, field by field:
> COCCn1c(=O)n(CC(N)=O)c2cccnc21
  FBW7 activator: 0.3
  TEAD-YAP block: -5
  GPR151 ag: -0.2
  MITF primary: 1
> CC(=O)OC(OC(C)=O)c1ccc(S(N)(=O)=O)cc1
  FBW7 activator: 0.3
  TEAD-YAP block: 2
  GPR151 ag: 0.2
  MITF primary: 10
> CCN(CC)CCOC(=O)C1(c2ccc([N+](=O)[O-])cc2)CCCC1
  FBW7 activator: 0.2&0.1
  TEAD-YAP block: /
  GPR151 ag: -1.3&0.9
  MITF primary: 15&6
> C=C(Br)Cn1c(C(C)O)nc2ccccc21 (configuration not stated)
  FBW7 activator: 0.1
  TEAD-YAP block: 2
  GPR151 ag: -0.1
  MITF primary: -1

# (more compounds)
# Results follow in this order: FBW7 activator, TEAD-YAP block, GPR151 ag, MITF primary
> CC(C)Oc1ccc(CN2CCN(C3CCN(C(C)C)CC3)C(CCO)C2)cc1CO (configuration not stated)
 : 0.4, -3, 4.0, -13
> CCOC(=O)CSc1nc2c(c(=O)[nH]c(=O)n2C)n1CC(N)=O
 : 0.0, 9, -0.6, -4
> COC(=O)N/N=C/c1cccc(OC)c1O
 : 0.2, -20, 1.7, -6
> O=C(Nc1ccc(N2CCOCC2)cc1)c1ccnc(N2CCC(N3CCOCC3)CC2)c1
 : 0.0, 8, 0.9, 6
> CN1CCN(Cc2ccc(O)c(Cl)c2)CC1CCO (configuration not stated)
 : -0.2, -10, -0.3, -7
> CC(OC(=O)c1cccc(N2C(=O)c3ccccc3C2=O)c1)C(=O)c1ccccc1 (configuration not stated)
 : -0.1, -7, -0.2, -1
> CC[C@H](C)[C@H](NC1CCCN(c2nc(C)c3ccc(C)cc3n2)CC1)C(=O)OC (some centres not stated)
 : 0.3, 8, 0.6, -1
> C=CCn1c(Oc2ccc(C#N)cc2)nc2c1c(=O)n(C)c(=O)n2C
 : 0.0, 6, -0.4, -1
> O=C(Nc1ccc(Cc2ccncc2)cc1)c1cc2ccccc2o1
 : -0.1, -15, -0.6, -9
> CC1=C(C(=O)OCc2ccccc2)C(c2ccc(Cl)c([N+](=O)[O-])c2)C2=C(CCCC2=O)N1 (configuration not stated)
 : -0.1, 1, -1.1, 20
> CCC(=O)N1N=C(c2ccc(OC)c(OC)c2)CC1c1ccc(CC)cc1 (configuration not stated)
 : -0.5, -89, 1.1, -4
> O=C(NC1CCCCC1)c1nccc2ccccc12
 : 1.4, 10, -1.2, 17
> CCc1ccc(/C(C)=N/N=C2/NC(=O)C(CC(=O)O)S2)cc1 (configuration not stated)
 : 0.1, 0, 0.9, 3
> Cc1c(Cl)cccc1NC(=O)CSc1nc2ccccc2s1
 : -0.1, -9, 0.8, -14
> O=C(Nc1ccc(-c2cn3ccccc3n2)cc1)c1ccc([N+](=O)[O-])cc1
 : -0.1, -8, -0.4, 7
> Cc1ccc(NC(=O)C(NS(=O)(=O)c2cccc3nsnc23)c2ccccc2)cc1 (configuration not stated)
 : -0.2, -1, -0.1, -4
> COc1ccc(CNC(=O)C(=O)c2c(-c3ccccc3)cc3ccccn23)cc1
 : -0.2, -6, -0.6, 4
> O=C(O)CCCC(=O)NNc1nc(-c2ccccc2)c2cc(Cl)ccc2n1
 : 0.0, -1, -0.3, -6
> O=C(CC1C(=O)NCCN1Cc1ccccc1C(F)(F)F)NCCN1CCOC1=O (configuration not stated)
 : 0.0, 4, -0.7, 4
> COC(=O)CSC1=C(C#N)C(c2ccc(C)o2)C(C(=O)Nc2ccccc2)=C(C)N1 (configuration not stated)
 : 0.3, 10, 0.8, 9
> CC(c1ccccc1)N1CC23C=CC(O2)C(C(=O)O)C3C1=O (configuration not stated)
 : 0.0, 3, 1.4, 16
> CCC(CO)Nc1ccc2ncc(-c3cccc4cccnc34)n2n1 (configuration not stated)
 : -0.1, 1, -0.3, -10
> CCOC(=O)c1cccc(NC(=O)CSc2nnc(C)c(=O)[nH]2)c1
 : 0.0, 10, -0.1, -3
> C=CCN1C(=O)NC(=O)/C(=C/c2ccc(Cl)cc2Cl)C1=O
 : -0.1, -4, -0.3, -15
> OCc1nc2ccccc2n1Cc1ccccc1F
 : 0.0, -15, 0.4, -3
> CC1CCCCN1C(=O)CSc1nc2ccccc2n1CC(=O)N(C(C)C)C(C)C (configuration not stated)
 : 0.3, 6, -0.1, 9
> CSc1cccc(NC(=O)C2C3C=CC4(O3)C2C(=O)N(Cc2ccccc2Cl)C4C(=O)NC2CCCC(C)C2C)c1 (configuration not stated)
 : 0.0, 2, 0.0, 0
> COc1ccccc1C1CCCN1C(=O)CCC1(Cc2ccc(Cl)cc2)CCC(=O)N1 (configuration not stated)
 : -0.1, 2, 1.4, 8
> COc1cc(NC(=O)c2noc(C)c2[N+](=O)[O-])cc(OC)c1OC
 : 0.6, 12, -1.8, 5
> CCOC(=O)C(C)NC(=O)c1cc(OC)c(OC)c(OC)c1 (configuration not stated)
 : 0.2, 1, 0.2, 12
> COCCCn1c(C(=O)N2CCN(c3ccccc3)CC2)cc2c(=O)n3ccccc3nc21
 : 1.6, 2, 1.4, 18
> CC12CC(=O)C(C)(C1)C1C(=O)N(c3ccc(N4C(=O)C5C(C4=O)C4(C)CC5(C)CC4=O)cc3)C(=O)C12 (configuration not stated)
 : -0.1, -6, 0.1, 2
> [O-][n+]1onc2c1CCc1c-2nc(-c2ccccc2F)n1O
 : 0.1, 0, 2.4, 0
> CN1CCN(c2nccn3c(-c4ccc5ccccc5c4)cnc23)CC1
 : 0.1, 9, -0.1, 10
> Cc1cccc2cc3c(nc12)OC(C)C(=O)N(Cc1cccnc1)C3 (configuration not stated)
 : 0.0, 1, 0.2, -2
> O=C(CCCc1ccccc1)Nc1cccc(-c2ccc3nncn3n2)c1
 : 0.1, -6, 0.8, 3
> CCOc1ccc2c(c1)-c1c(ssc1=S)C(C)(C)N2C(=O)CSc1nc2ccc(OCC)cc2s1
 : -0.1, 12, 1.0, 27
> Cc1cc(C)c(S(=O)(=O)Nc2ccccc2F)c(C)c1
 : -0.1, -9, 0.9, -15
> COc1ccc(-c2ccc(=O)n(CC(=O)NCC3CCCO3)n2)cc1 (configuration not stated)
 : 0.0, -5, -1.4, -2
> CN1CCN(CCOc2ccccc2-c2ccccc2)CC1
 : 0.1, -1, -1.0, 55*
